# Source: PubChem
# p53 reactivation: mutant p53 re-activation in reporter cells | AID 504706 | actives 0.063% (n = 320,000) | H1299 p53-A138V BP100-luciferase reporter, luminescence, 24 h | Potency, µM (doses to about 92.2 µM), without a hit: at the highest dose activity change, positive = activation, hits mostly activators; further: potency means the concentration at half of the fitted maximal effect; % of control where 0% means no effect; nearly all actives have a fitted effect of over 45% in size
#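 H1299 (p53-null), stable ts p53-A138V + BP100-Luc; 1000 cells/well, Opti-MEM/10% FBS; cpd 4 pt, 1:5; 24 h, 37 deg C, 5% CO2; detection reagent 10 min RT; luminescence.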
# TRPV1 ag: agonists of human vanilloid receptor 1 (TRPV1). Q8NER1. TRPV1-expressing cells, Fluo-8 calcium influx, agonist mode. activation, % at 8.33 µM. actives 0.19% (n = 320,000). AID 540275; in the data active means activation above about 80%; inconclusive means between about 30% and that limit; further: 0% is about no effect
#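 TRPV1-expressing cells were cultured overnight at 35.5C and loaded with Fluo-8 calcium dye for 40 to 90 min at room temperature. After a 10 s baseline, compound was added and calcium influx was read kinetically for 3 min (ex 480/em 520 nm).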
# Rab9 prom act: activators of Rab9 promoter; AID 485297; Huh7 Rab9 promoter-luciferase reporter, luminescence, 24 h; actives 2.8% (n = 320,000); Potency, µM (titrated, usually from 9.22 µM), inactives show at the top dose activation, negative = inhibition, usual class: activators; further: potency means the concentration at half of the fitted maximal effect; % of control where 0% means no effect; nearly all actives have a fitted effect of over 60% in size
#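 Luciferase signal after 10 min detection reagent at ambient indicates Rab9 promoter upregulation; stably transfected Huh7 cells were treated 24 h with compound in DMSO at 37 °C, 5% CO2.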
# Tb PFK block: blocks T. brucei phosphofructokinase. O15648. T. brucei PFK, ADP-Glo luminescence. Potency, µM (titrated, usually from 57.5 µM), inactives show at the highest dose activity, negative = inhibition, actives largely listed as inhibitors. actives 0.17% (n = 330,000);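 further: potency means the concentration at half of the fitted maximal effect; 0% = uninhibited 1x PFK enzyme wells and -100% = no-enzyme wells; nearly all actives have a fitted effect of over 60% in size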
#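 Luminescent ADP detection (ADP-Glo, two-step: ATP depletion then ADP-to-ATP conversion for luciferase) reported PFK activity after 45 min room-temperature reaction of 1.25 nM enzyme with 0.5 mM F6P and 0.1 mM ATP at pH 8.0.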
# NPC1 promoter act: NPC1 promoter activation; Huh7 NPC1 promoter luciferase reporter, 24 h; Potency, µM (highest dose often 9.22 µM), for inactives: at the top dose activation, hits mostly activators; actives 2.4% (n = 320,000);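 further: potency means the concentration at half of the fitted maximal effect; % of control where 0% means no effect; nearly all actives have a fitted effect of over 60% in size; reporter is driven by a mutant NPC1 promoter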
#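 Compounds in DMSO were transferred onto Huh7 NPC1-luciferase reporter cells pre-incubated 2 h; after 24 h at 37 °C, Amplite reagent was dispensed and luminescence recorded 10 min later.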
# ELG1 genotox: genotoxicity induction in ELG1-luciferase HEK293T cells; HEK293T ELG1-luciferase reporter, luminescence, 16 h; Potency, µM (series often up to 46 µM), without a hit: top-dose activity change, positive = activation, most hits filed as activators; actives 1.3% (n = 330,000); further: potency means the concentration at half of the fitted maximal effect; % of control where 0% means no effect; nearly all actives have a fitted effect of over 60% in size
#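 16 hr compound incubation (37 °C, 5% CO2) of HEK293T cells carrying luciferase-tagged ELG1; luciferase then measured by ONE-Glo luminescence after 30 min at RT.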
# FLuc counter: inhibits or activates purified firefly luciferase, miR-21 counter-screen | P08659 | actives 6.9% (n = 360,000) | purified FLuc, Km substrates, luminescence inhibition | AID 588342 | Potency, µM (series often up to 57.5 µM), for inactives: at the top dose activity change, negative = inhibition, actives largely listed as inhibitors;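 further: potency means the concentration at half of the fitted maximal effect; plate controls were vehicle for no effect and reference inhibitor for full effect; nearly all actives have a fitted effect of over 55% in size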
# Target sequence (P08659 whole entry, looked up): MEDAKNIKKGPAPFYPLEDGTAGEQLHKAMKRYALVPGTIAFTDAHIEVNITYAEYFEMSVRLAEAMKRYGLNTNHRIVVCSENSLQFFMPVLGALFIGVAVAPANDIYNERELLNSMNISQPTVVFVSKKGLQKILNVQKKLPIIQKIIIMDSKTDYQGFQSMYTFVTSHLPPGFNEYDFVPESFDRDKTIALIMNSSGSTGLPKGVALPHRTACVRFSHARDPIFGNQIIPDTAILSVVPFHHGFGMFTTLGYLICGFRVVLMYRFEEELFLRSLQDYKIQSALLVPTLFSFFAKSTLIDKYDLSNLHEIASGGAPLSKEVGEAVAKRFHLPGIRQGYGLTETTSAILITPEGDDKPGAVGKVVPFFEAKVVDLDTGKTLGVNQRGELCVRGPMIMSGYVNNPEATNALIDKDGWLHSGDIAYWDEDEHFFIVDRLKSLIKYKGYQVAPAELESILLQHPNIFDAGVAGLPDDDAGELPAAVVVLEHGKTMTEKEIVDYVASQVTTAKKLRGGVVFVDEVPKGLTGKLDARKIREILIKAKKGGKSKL
#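 Purified P. pyralis luciferase, 10 nM final, with Km-level 10 uM D-luciferin and 10 uM ATP in 50 mM Tris acetate pH 7.5, 10 mM Mg acetate, 0.01% Tween-20, 0.05% BSA; 6-point qHTS titration about 60 µM downward; luminescence read.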
# RORgamma inh: ROR gamma (mouse) transcription inhibition | P51450 | Drosophila S2 Gal4-RORgamma UAS-luciferase reporter, 20 h | Potency, µM (titrated, usually from 53.6 µM), inactives show at the top dose activity change, negative = inhibition, actives largely listed as inhibitors | actives 5.4% (n = 310,000); further: potency means the concentration at half of the fitted maximal effect; on the % scale 0 is the no-effect control and ±100 the full control effect; nearly all actives have a fitted effect of over 60% in size
# Target sequence (P51450 whole entry, looked up, the tested form may be a part): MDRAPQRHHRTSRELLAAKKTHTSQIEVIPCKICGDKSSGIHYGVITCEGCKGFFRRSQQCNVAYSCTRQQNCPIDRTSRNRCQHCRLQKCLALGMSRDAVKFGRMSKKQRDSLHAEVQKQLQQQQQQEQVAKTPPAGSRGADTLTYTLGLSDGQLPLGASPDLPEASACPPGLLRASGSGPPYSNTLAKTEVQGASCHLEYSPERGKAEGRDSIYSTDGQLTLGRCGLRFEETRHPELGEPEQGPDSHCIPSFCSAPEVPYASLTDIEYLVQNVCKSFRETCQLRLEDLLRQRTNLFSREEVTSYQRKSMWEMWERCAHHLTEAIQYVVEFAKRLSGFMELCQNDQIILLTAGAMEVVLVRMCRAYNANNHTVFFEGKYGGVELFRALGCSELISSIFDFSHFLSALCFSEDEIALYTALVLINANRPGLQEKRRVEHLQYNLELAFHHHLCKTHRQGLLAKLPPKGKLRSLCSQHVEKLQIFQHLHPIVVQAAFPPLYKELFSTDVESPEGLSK
#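 Stably transfected Drosophila Schneider cells are the test system, with ROR gamma fused to Gal4 and luciferase under UAS control; luminescence is read after 20 hr of 700 uM copper sulfate induction at ambient temperature.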
# BRCA1 expr act: BRCA1 expression activation; MCF7-BRCA1-FFLuc reporter, luminescence, 48 h; response scale: scaled: vehicle 0%, 10 µM genistein 100%; Potency, µM (top dose mostly 46.1 µM), for inactives: at the top dose activation, most hits filed as activators; actives 1.1% (n = 380,000); further: potency means the concentration at half of the fitted maximal effect; nearly all actives have a fitted effect of over 80% in size; some results filed as inactive show a strong effect at the top dose
#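 MCF7-BRCA1-FFLuc, 2000 cells/well; 2 h attach, 37 °C/5% CO2; compound 48 h; luciferase substrate 15 min; luminescence end-point. Norm. to genistein 10 microM max activation and DMSO; concentration-response curves fitted.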
# Gal4-VP16 FLuc: counter-screen for ROR gamma inhibitors: Gal4-VP16 reporter; Drosophila S2 Gal4-VP16 UAS-luciferase, luminescence, 20 h; Potency, µM (doses to about 53.6 µM), without a hit: at the highest dose activity, negative = inhibition, hits mostly inhibitors; actives 3.5% (n = 310,000);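 further: Gal4-VP16 expression switched on by copper sulfate through the metallothionein promoter; potency means the concentration at half of the fitted maximal effect; on the % scale 0 is the no-effect control and ±100 the full control effect; nearly all actives have a fitted effect of over 50% in size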
# ELG1 repair inh: ELG1-dependent DNA repair inhibition; actives 2.3% (n = 330,000); Potency, µM (highest dose often 46.1 µM), for inactives: top-dose activity change, negative = inhibition, usual class: inhibitors; HEK293T ELG1-luciferase reporter, luminescence, 16 h; DNA damage induced by 5-fluorouridine; further: potency means the concentration at half of the fitted maximal effect; on the % scale 0 is the no-effect control and ±100 the full control effect; nearly all actives have a fitted effect of over 55% in size
#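 Overnight (16 hr) co-exposure of 2,000 cells/well to 5-fluorouridine and compound at 37 °C preceded detection. Luciferase was quantified via ONE-Glo luminescence; loss of signal denotes inhibition.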
# * = called active by the depositor; ? = inconclusive; nt = not tested or not shown; [ ] = another dose, or the depositor's remark. Unless noted, the call rests on the fitted dose curve; in most records, active means well fitted curve in the direction sought with a large enough effect; inconclusive means small, poorly fitted or top-dose-only effect, or another doubt; inactive means no such curve, though single readings can be large; an effect the other way counts as inactive or inconclusive.
# Results follow in this order: p53 reactivation, TRPV1 ag, Rab9 prom act, Tb PFK block, NPC1 promoter act, ELG1 genotox, FLuc counter, RORgamma inh, BRCA1 expr act, Gal4-VP16 FLuc, ELG1 repair inh
- Cc1ccc(C(=O)OCC(=O)c2ccc(S(=O)(=O)N3CCCCC3)cc2)o1
 : 4%, -1, 0%, -5%, 2%, 4%, 0%, nt, 4%, nt, 0%
- Cc1coc2cc3oc(=O)c(CCC(=O)O)c(C)c3cc12
 : -1%, -2, -21%, 2%, 0%, 0%, ?, 23%, -19%, 0%, -1%
- C/C(=N\NC(=O)c1ccoc1C)c1cccnc1
 : ?, 0, 3%, 4%, 13%, 11%, ?, 13%, 32%, 29%, ?
- COc1cc(S(=O)(=O)N2CCCCC2)ccc1NC(=O)c1ccncc1
 : -9%, -1, -1%, 0%, -4%, 0%, 1%, 2%, 6%, 15%, ?
- COc1ccc2c(c1)nc1n2CN(CC2CCCO2)CN1Cc1ccccc1 (stereo not given)
 : ?, -3, 28%, -6%, 15%, 10%, -10%, -22%, nt, 0%, ?
- O=C(NCc1cccnc1)c1cccc(-c2cc3ccccc3oc2=O)c1
 : 8%, 25, -3%[1.84 µM], 1%, 10%, -4%, ?, 32%, 40%, 5%[10 µM], ?
- Cc1ccc(S(=O)(=O)NCC(=O)NCC(=O)NC(C)c2ccccc2Br)cc1C (stereo not given)
 : -8%, 2, 4%, 0%, 2%, -6%, 0%, 38%, -41%, 2%, -13%
- O=C(NCC1CCCCC1)c1ccc([N+](=O)[O-])cc1
 : nt, ?, 3%, -6%, 5%, 5%, 2%, -13%, 58%, 24%, ?
- COC(=O)c1scc(C)c1NS(=O)(=O)c1ccc(NC(C)=O)cc1
 : -4%, -4, 0%, 4%, 2%, 0%, 5%, 2%, -22%, -9%, -1%
- NS(=O)(=O)c1ccc(NC(=O)/C=C/c2ccc(S(=O)(=O)NCc3ccco3)cc2)cc1
 : -1%, 0, 0%, 7%, -6%, -3%, -1%, 22%, 0%, 3%, -3%
- O=C(CCc1ccccc1)Nc1ccc(NC(=O)c2ccco2)nc1
 : ?, 0, ?, 7%, ?, ?, ?, 23%, 120%, 21%, ?
- COc1cc(/C=C2\SC(=O)NC2=O)ccc1Oc1ccc([N+](=O)[O-])cn1
 : 3%, -4, 0%, -9%, 8%, 0%, ?, ?, 0%, ?, 21µM*
- CCOC(=O)c1cnc(-c2ccccc2)nc1N1CC(C)OC(C)C1 (stereo not given)
 : -2%, 12, -5%, 1%, -4%, -6%, -3%, -17%, -20%, -12%, ?
- Cc1cc2c(c(=O)o1)C(CCC1CCCCC1)C(C#N)=C(N)O2 (stereo not given)
 : -2%, 23, 10%, 6%, -1%, 3%, 1%, 1%, -33%, 7%, 7%
- CCN(CC(=O)Nc1ccc2c(c1)OCCO2)CC(=O)Nc1ccccc1C(F)(F)F
 : 18%, nt, nt, -10%, nt, 1%, nt, nt, -14%, nt, 10%
- CC1(c2ccccc2)NC(=O)N(CC#N)C1=O (stereo not given)
 : -2%, -6, 2%, 0%, -3%, 2%, 0%, 5%, 8%, 4%, 3%
- CCOC(=O)C1C(O)=CC(=O)CC1c1ccccc1 (stereo not given)
 : 6%, -3, -3%, -17%, -1%, 5%, 1%, nt, 10%, nt, -1%
- CCN(c1ccccc1)S(=O)(=O)c1cc(C(=O)O)ccc1C
 : -3%, 2, -2%, -19%, -5%, 1%, 4%, 16%, -8%, -4%, -5%
- Cc1nnc(N/N=C/c2ccccc2C(F)(F)F)n1N
 : nt, 2, 5%, -3%, -3%, 1%, 5%, nt, -23%, nt, 1%
- COc1cccc(-c2nc(-c3ccc(NC(=O)c4ccncc4)cc3)no2)c1
 : 0%, 7, 28%, 3%, 3%, 1%, -9%, -31%, 3%[1.84 µM], ?, -12%

# Four entries from above, with each value named:
CC1(c2ccccc2)NC(=O)N(CC#N)C1=O (stereo not given)
  p53 reactivation: -2% | TRPV1 ag: -6 | Rab9 prom act: 2% | Tb PFK block: 0% | NPC1 promoter act: -3% | ELG1 genotox: 2% | FLuc counter: 0% | RORgamma inh: 5% | BRCA1 expr act: 8% | Gal4-VP16 FLuc: 4% | ELG1 repair inh: 3%

CCOC(=O)C1C(O)=CC(=O)CC1c1ccccc1 (stereo not given)
  p53 reactivation: 6% | TRPV1 ag: -3 | Rab9 prom act: -3% | Tb PFK block: -17% | NPC1 promoter act: -1% | ELG1 genotox: 5% | FLuc counter: 1% | RORgamma inh: nt | BRCA1 expr act: 10% | Gal4-VP16 FLuc: nt | ELG1 repair inh: -1%

CCN(c1ccccc1)S(=O)(=O)c1cc(C(=O)O)ccc1C
  p53 reactivation: -3% | TRPV1 ag: 2 | Rab9 prom act: -2% | Tb PFK block: -19% | NPC1 promoter act: -5% | ELG1 genotox: 1% | FLuc counter: 4% | RORgamma inh: 16% | BRCA1 expr act: -8% | Gal4-VP16 FLuc: -4% | ELG1 repair inh: -5%

Cc1nnc(N/N=C/c2ccccc2C(F)(F)F)n1N
  p53 reactivation: nt | TRPV1 ag: 2 | Rab9 prom act: 5% | Tb PFK block: -3% | NPC1 promoter act: -3% | ELG1 genotox: 1% | FLuc counter: 5% | RORgamma inh: nt | BRCA1 expr act: -23% | Gal4-VP16 FLuc: nt | ELG1 repair inh: 1%

# Other entries.
# Results follow in this order: p53 reactivation, TRPV1 ag, Rab9 prom act, Tb PFK block, NPC1 promoter act, ELG1 genotox, FLuc counter, RORgamma inh, BRCA1 expr act, Gal4-VP16 FLuc, ELG1 repair inh
- CCC1(CC)NC(=O)N(CC(=O)OCC(=O)Nc2sccc2C#N)C1=O
 : -1%, -1, 8%, -2%, 2%, 5%, -16%, -2%, 7%, -7%, 16%
- CC(=O)N1CCC2(CC1)C(C#N)=C(N)Oc1c2sc2nc(C)cc(C)c12
 : 5%, -1, -1%, 0%, -1%, 7%, 0%, -35%, -39%, 4%, 2%
- CC(C)(C#CC(O)(c1ccccc1)c1ccccc1)N1CCCC1
 : -4%, 1, 1%, 4%, -2%, -2%, 0%, -4%, 2%, 3%, 1%
- CN(Cc1ccc(F)cc1)C(=O)c1sccc1-c1ccccc1
 : -6%, 0, 3%, 0%, 11%, 3%, 5%, 6%, -10%, -4%, -4%
- Oc1ccc(-c2nc(-c3ccc(O)c(O)c3)cs2)cc1
 : ?, 3, 5%, -8%, -4%, ?, 15µM*, 8%, -56%, -2%, ?
- CCCN(C(=O)c1cc(S(=O)(=O)N(C)c2ccc(OCC)cc2)ccc1C)C1CCS(=O)(=O)C1 (stereo not given)
 : -10%, 3, -2%, 1%, -1%, 0%, nt, nt, -12%, nt, 10%
- COc1ccccc1N1N=C(c2cccs2)CC1c1ccccc1 (stereo not given)
 : ?, 9, -12%, 7%, 1%, 0%, ?, -18%, -13%, 10%, 12%
- COc1ccc(NC(=S)NC(NC(=O)C(C)C)C(Cl)(Cl)Cl)c([N+](=O)[O-])c1 (stereo not given)
 : -12%, 0, 4%, 2%, 0%, 7%, -2%, 18µM*, 8%, ?, 9%
- Cn1c(=O)n(C)c2cc(/C=N/NC(=O)c3ccc(Cl)cc3Cl)ccc21
 : -5%, 8, -4%, 5%, 0%, 14%, 5%, -25%, -15%, -4%, ?
- N#CCC(=O)Nc1ccc(C(=O)NNC(=O)CCN2CCN(c3ccccc3)CC2)cc1
 : 10%, 1, 6%, 0%, -6%, -2%, nt, nt, 9%, nt, 1%
- COC(=O)c1cc2oc(C)cc2n1CC(=O)N(C)c1ccccc1
 : -18%, 8, 1%, 0%, 2%, 4%, 3%, -5%, 1%, -3%, -1%
- Cc1ccccc1-c1cc(C(=O)NCc2ccc3c(c2)OCO3)nn1CC1CC(c2cccc([N+](=O)[O-])c2)=NO1 (stereo not given)
 : 1%, nt, nt, 0%, nt, -1%, nt, nt, 22%, nt, -26%
- O=C(CCN1C(=O)c2ccccc2S1(=O)=O)NCc1ccccc1Cl
 : 0%, 21, 1%, -9%, 6%, -7%, 4%, nt, 22%, nt, -1%
- CC(N=C1CC(C)(C)CC(=O)/C1=C(/O)CCCN1C(=O)c2ccccc2C1=O)C(=O)O (stereo not given)
 : 1%, -2, 0%, -4%, -5%, 2%, 3%, -18%, 1%, -2%, 12%
- CCOc1nc(-c2ccc(C)cc2)ccc1-c1noc(-c2cccnc2)n1
 : -5%, -3, -2%, -10%, 0%, 1%, 1%, -5%, nt, 0%, 10%
- CCn1c(C)[n+](Cc2ccccc2)c2ccc(C(=O)OC)cc21
 : -1%, 0, -4%, -2%, -6%, 0%, 1%, -4%, -12%, -3%, -29%
- COc1ccccc1CC(=O)Nc1cccc(F)c1
 : 2%, 5, -1%, ?, -1%, -15%, -3%, 22%, -21%, -7%, -13%
